DT40 TDP1 no CPT = qHTS for Inhibitors of human tyrosyl-DNA phosphodiesterase 1 (TDP1): qHTS in cells in absence of CPT; 420,000 tested, 15% active; Potency, µM (top dose mostly 46.2 µM), for the others: at the top dose activity change, negative = growth inhibition, usual class: inhibitors; AID 686978, 2013; DT40 Tdp1-/- hTDP1 cells, no CPT, ATP luminescence, 48 h; also: nearly all actives have a fitted effect of over 55% in size
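No-CPT arm: Tdp1-/-;hTDP1 DT40 cells (400/well) plus compounds, incubated ≥48 hr at 37 °C. Readout CellTiter-Glo luminescence.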
DT40 TDP1 CPT = qHTS for Inhibitors of human tyrosyl-DNA phosphodiesterase 1 (TDP1): qHTS in cells in presence of CPT. chicken DT40 Tdp1-/-;hTDP1 cells + 20 nM CPT, ATP luminescence, 48 h. Potency, µM (titrated, usually from 46.2 µM), for inactives: top-dose activity change, negative = growth inhibition, most hits filed as inhibitors. 420,000 tested, 12% active; also: nearly all actives have a fitted effect of over 55% in size
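Chicken DT40 Tdp1-/- cells stably complemented with human TDP1 were seeded at 400 cells/well in medium containing 20 nM camptothecin, exposed to pin-transferred compounds, and grown at 37 °C for at least 48 hr. Viability was read as ATP luminescence.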
KAT2A inh = qHTS Assay for Inhibitors of GCN5L2; Histone acetyltransferase KAT2A (Homo sapiens), Q92830; AID 504327, 2011; Potency, µM (series often up to 58.9 µM), for the others: top-dose activity change, negative = inhibition, actives largely listed as inhibitors; 390,000 tested, 0.21% active; GCN5L2 HAT assay, ThioGlo1 CoA-SH fluorescence
Target sequence (Q92830 whole entry, looked up): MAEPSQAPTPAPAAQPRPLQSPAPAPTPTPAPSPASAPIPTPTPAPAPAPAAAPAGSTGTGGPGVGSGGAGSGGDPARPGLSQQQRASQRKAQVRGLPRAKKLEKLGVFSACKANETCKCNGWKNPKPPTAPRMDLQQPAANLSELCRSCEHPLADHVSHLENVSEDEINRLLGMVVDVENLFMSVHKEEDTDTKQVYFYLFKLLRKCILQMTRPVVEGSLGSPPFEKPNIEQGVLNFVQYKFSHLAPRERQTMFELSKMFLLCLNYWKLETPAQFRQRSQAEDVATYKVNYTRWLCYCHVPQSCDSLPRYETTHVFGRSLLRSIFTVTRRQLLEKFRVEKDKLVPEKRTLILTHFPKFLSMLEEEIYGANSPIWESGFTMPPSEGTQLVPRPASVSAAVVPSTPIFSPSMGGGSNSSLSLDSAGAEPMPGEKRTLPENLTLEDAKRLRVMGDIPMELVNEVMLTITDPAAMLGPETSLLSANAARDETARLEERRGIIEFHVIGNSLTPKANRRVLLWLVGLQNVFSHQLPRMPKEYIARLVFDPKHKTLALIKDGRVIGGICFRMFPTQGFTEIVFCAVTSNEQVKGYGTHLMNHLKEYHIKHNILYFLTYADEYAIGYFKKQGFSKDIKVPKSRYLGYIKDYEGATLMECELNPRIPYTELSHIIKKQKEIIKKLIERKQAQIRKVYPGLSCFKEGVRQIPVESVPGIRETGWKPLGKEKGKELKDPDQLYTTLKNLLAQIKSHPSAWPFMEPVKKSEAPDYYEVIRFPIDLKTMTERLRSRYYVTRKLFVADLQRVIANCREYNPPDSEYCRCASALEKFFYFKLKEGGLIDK
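Titration-based screen in which CoA formation is detected via maleimide probe ThioGlo1 (50uM) turning fluorescent on thiol reaction; substrates H3(1-25) 75uM and acetyl-CoA 70uM, GCN5L2 20nM, 20 min incubation at room temperature.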
An asterisk follows results filed as active; ? = inconclusive; / = no result given; [ ] = remark or other dose. Calls follow the shape of the dose curve; as a rule, active = well fitted curve in the direction sought with a large enough effect; inconclusive = small, poorly fitted or top-dose-only effect, or another doubt; inactive = no such curve, though single readings can be large; an effect the other way counts as inactive or inconclusive. % is scaled to controls: 0 for no effect and ±100 for the full control effect; potency is read from the fitted curve at half-maximal effect.

SMILES	DT40 TDP1 no CPT	DT40 TDP1 CPT	KAT2A inh
Cc1ccc(NC(=O)CN2CCN(C(=O)C3CCCO3)CC2)c(C)c1 (stereo unspecified)	2%	-1%	-20%
CCCN(CCC)S(=O)(=O)c1cccc(-c2csc(C)n2)c1	18µM*	?	-8%
CCOC(=O)c1nnn(CC(=O)Nc2cccc(F)c2)c1C(=O)OCC	-22%	1%	-1%[0.501 µM]
N#C/C(=C(/O)COC(=O)CSc1ccc(Cl)cc1)c1nc2ccccc2[nH]1	5.2µM*	18µM*	-3%
Cc1ccc(NC(=O)C(C)N=C2NS(=O)(=O)c3ccccc32)cc1F (stereo unspecified)	?	-24%	-4%
Cc1nc2nc(SCC(=O)C(C)(C)C)[nH]c2cc1Br	?	-12%	-2%
CCOC(=O)c1scc(-c2ccc(C)cc2)c1S(=O)(=O)Nc1cc(Cl)ccc1OC	3.3µM*	5.8µM*	-3%
c1ccc(N2CCN(Cc3nnnn3C3CCCCC3)CC2)cc1	-8%	-12%	0%
COCCNC(=O)c1ccc(S(=O)(=O)c2ccc(Cl)cc2)c(NC(C)=O)c1	16%	-8%	16%
CN(CC(=O)Nc1ccccc1Cl)C(=O)c1cccc(S(=O)(=O)N2CCN(c3ccccc3)CC2)c1	?	?	/
Cc1ccccc1C1NC(=S)NC2=C1C(=O)CC(C)(C)C2 (stereo unspecified)	-2%	4%	-5%
COc1ccc(S(=O)(=O)Nc2cc(C(=O)NC3CCCCCC3)ccc2N2CCOCC2)cc1	?	?	-19%
COc1ccc(OCc2cc(C(=O)NCCN3CCCC(O)C3)no2)c(Cl)c1 (stereo unspecified)	14%	-3%	-2%
COc1ccc(S(=O)(=O)NCC(c2ccc(F)cc2)N2CCOCC2)cc1Br (stereo unspecified)	?	?	0%
CCc1nn(C(C)C(=O)NCc2ccc(Cl)cc2)c(=O)c2cc3occc3n12 (stereo unspecified)	-18%	?	-7%
COc1ccc(NC(=O)CSc2nc3ccsc3c(=O)n2CCCCCC(=O)O)cc1	-20%	-2%	-6%
CCc1cc(C(=O)NNC(=S)NCc2ccccc2)cs1	?	-6%	-10%
CC(C)CNC(=O)c1cccc(NC(=O)C(C)C)c1	-8%	-10%	-5%
CC1(C(=O)NS(=O)(=O)c2ccc(F)cc2F)CCN1C(=O)Cc1ccccc1 (stereo unspecified)	-7%	-5%	/
Cc1cc(F)ccc1S(=O)(=O)N(CC(=O)N1CCOCC1)CC(=O)N1CCOCC1	-22%	-11%	5%
Cc1cccc(C(=O)O/N=C(\N)c2cccc([N+](=O)[O-])c2)c1	-8%	-10%	-6%
CCOc1ccc(S(=O)(=O)N(CC(=O)NCCSCc2ccccc2)c2ccccc2)cc1	-2%	-24%	-5%
O=C(CCN1CCCCC1)c1ccccc1	13µM*	11µM*	-4%
COC(=O)c1ccccc1NC(=O)CN(c1ccc(OC)cc1)S(C)(=O)=O	?	-26%	1%
Cc1ccc(C)c(N2CCN(S(=O)(=O)c3ccc4c(c3)oc(=O)n4C)CC2)c1	-9%	-18%	1%
O=C(O)/C=C/c1ccc(S(=O)(=O)NCc2ccco2)cc1	0%	4%	4%
COc1ccc(S(=O)(=O)N2CCC(C(N)=O)CC2)cc1	-8%	0%	/
CC(=O)c1ccc(S(=O)(=O)N2CCN(C(=O)/C=C/c3ccc4ccccc4n3)CC2)cc1	-18%	?	?
C/C=C/c1ccc(OCCOc2cc(C=O)ccc2OC)c(OC)c1	26µM*	?	-6%
CCc1cccc(NC(=O)COC(=O)c2c(C)nn(-c3ccccc3)c2C)c1	?	-27%	/
COc1ccccc1NC(=O)c1cccc2c(Br)cccc12	?	-28%	2%
COc1ccc(-n2c(SCC(=O)Nc3ccc(C(N)=O)cc3)nc3c([nH]c4ccccc43)c2=O)cc1OC	?	?	-8%
Clc1ccc(-c2cc(C3CCNCC3)[nH]n2)cc1	26µM*	23µM*	-5%
CCCC(=O)N1CCC1(C)C(=O)Nc1cc(OC)c(OC)c(OC)c1 (stereo unspecified)	-13%	-16%	/
O=C(c1cc(-c2ccncc2)nc2ccc(Br)cc12)N1CCN(Cc2ccc3c(c2)OCO3)CC1	23µM*	?	-17%
COc1ccc(Cl)cc1Nc1ncnc2c1nc1n2CCCC1	16µM*	12µM*	-13%
CCOc1ccc(NC(=O)CN(C)C(=O)c2cccnc2Sc2ccc(C)cc2C)cc1OCC	-28%	-6%	/
Cc1ccc(N2C(=O)C3C4C=CC(CNC(=S)N5CCN(c6ccccn6)CC5)(O4)C3C2=O)cc1 (stereo unspecified)	18µM*	23µM*	-18%
Cc1ccc(-n2ncc3c(NC4CCCC4)ncnc32)cc1	?	?	-18%
Cc1cccc(NS(=O)(=O)c2ccc3c(c2)CCN3C(=O)CCC(=O)O)c1	9%	-8%	4%
COC(CNS(=O)(=O)c1ccc(Cl)cc1)c1ccccc1 (stereo unspecified)	-5%	11%	0%
CC(NC(=O)c1cc(-c2ccc(Cl)cc2)on1)c1ccccc1 (stereo unspecified)	?	?	4%
Cc1ccc(C(=O)NNC(=S)Nc2cccc3ccccc23)s1	?	-10%	-1%
Cc1ccc(NC(=O)C2CC(=O)N(c3ccc4c(c3)OCCO4)C2)cc1S(=O)(=O)N(C)C (stereo unspecified)	?	-19%	0%
COc1nc(OC)nc(N(C)CCO)n1	-11%	-11%	0%
CCCCCCNC(=O)c1cc(S(=O)(=O)N2CCc3ccccc32)ccc1F	?	?	10%
CCC(=O)Nc1cccc(NC(=S)NC(=O)c2ccccc2C)c1	-9%	-7%	-6%
CCOc1ccc(NC(=O)c2nn(C)c(C(=O)Nc3ccc(OCC)cc3)c2[N+](=O)[O-])cc1	-1%	12%	-8%
Cc1nonc1-c1csc(N)n1	-29%	4%	-9%
O=C(CCOc1ccccc1)N(Cc1cccnc1)c1nc2c(F)cc(F)cc2s1	26µM*	18µM*	0%
CC1CCC/C=C/C(=O)c2c(O)cc(O)cc2CC(=O)O1 (stereo unspecified)	4.1µM*	4.6µM*	?
CC(=O)N1CCN(c2ccc(NC(=O)c3ccc4ccccc4c3)cc2)CC1	?	-18%	-5%
Cc1cc(S(=O)(=O)NCc2ccccn2)c(Cl)cc1Cl	-22%	-2%	-9%
COc1ccc(C(=O)Cn2c(=O)c(CCC(=O)O)nn3c4ccccc4nc23)cc1OC	-1%	2%	-16%
C/C(=N\NC(=O)c1cccc(Br)c1)c1ccccn1	0.92µM*	0.73µM*	0%
CCN1CCCC1CNC(=O)CN(C)S(=O)(=O)c1ccc(Cl)cc1 (stereo unspecified)	-2%	8%	-5%
CC1CCCCN1C(=O)Cn1cc(C#N)c2ccccc21 (stereo unspecified)	-2%	-8%	1%
CCCCn1c(N)c(N(CCOC)C(=O)CC2CCCCC2)c(=O)[nH]c1=O	2%	-17%	/
COc1cccc(NC(=O)CN(C)C(=O)c2cn(-c3ccccc3)nc2-c2cccs2)c1	?	?	-15%
CCOc1ccc(CCN2C(=O)C3C4CCC(O4)C3C2=O)cc1OCC (stereo unspecified)	-29%	-2%	-2%

Shown with values under each structure: 18 of the compounds above.
Value order – DT40 TDP1 no CPT	DT40 TDP1 CPT	KAT2A inh
- Cc1ccc(NC(=O)CN2CCN(C(=O)C3CCCO3)CC2)c(C)c1 (stereo unspecified)
    2%	-1%	-20%
- CCCN(CCC)S(=O)(=O)c1cccc(-c2csc(C)n2)c1
    18µM*	?	-8%
- CCOC(=O)c1nnn(CC(=O)Nc2cccc(F)c2)c1C(=O)OCC
    -22%	1%	-1%[0.501 µM]
- N#C/C(=C(/O)COC(=O)CSc1ccc(Cl)cc1)c1nc2ccccc2[nH]1
    5.2µM*	18µM*	-3%
- Cc1ccc(NC(=O)C(C)N=C2NS(=O)(=O)c3ccccc32)cc1F (stereo unspecified)
    ?	-24%	-4%
- Cc1nc2nc(SCC(=O)C(C)(C)C)[nH]c2cc1Br
    ?	-12%	-2%
- CCOC(=O)c1scc(-c2ccc(C)cc2)c1S(=O)(=O)Nc1cc(Cl)ccc1OC
    3.3µM*	5.8µM*	-3%
- c1ccc(N2CCN(Cc3nnnn3C3CCCCC3)CC2)cc1
    -8%	-12%	0%
- COCCNC(=O)c1ccc(S(=O)(=O)c2ccc(Cl)cc2)c(NC(C)=O)c1
    16%	-8%	16%
- CN(CC(=O)Nc1ccccc1Cl)C(=O)c1cccc(S(=O)(=O)N2CCN(c3ccccc3)CC2)c1
    ?	?	/
- Cc1ccccc1C1NC(=S)NC2=C1C(=O)CC(C)(C)C2 (stereo unspecified)
    -2%	4%	-5%
- COc1ccc(S(=O)(=O)Nc2cc(C(=O)NC3CCCCCC3)ccc2N2CCOCC2)cc1
    ?	?	-19%
- COc1ccc(OCc2cc(C(=O)NCCN3CCCC(O)C3)no2)c(Cl)c1 (stereo unspecified)
    14%	-3%	-2%
- COc1ccc(S(=O)(=O)NCC(c2ccc(F)cc2)N2CCOCC2)cc1Br (stereo unspecified)
    ?	?	0%
- CCc1nn(C(C)C(=O)NCc2ccc(Cl)cc2)c(=O)c2cc3occc3n12 (stereo unspecified)
    -18%	?	-7%
- COc1ccc(NC(=O)CSc2nc3ccsc3c(=O)n2CCCCCC(=O)O)cc1
    -20%	-2%	-6%
- CCc1cc(C(=O)NNC(=S)NCc2ccccc2)cs1
    ?	-6%	-10%
- CC(C)CNC(=O)c1cccc(NC(=O)C(C)C)c1
    -8%	-10%	-5%

Continued.
SMILES	DT40 TDP1 no CPT	DT40 TDP1 CPT	KAT2A inh
COc1ccc2c(c1OC)C(=O)OC2CC(=O)c1ccc(N(C)C)cc1 (stereo unspecified)	-15%	0%	-5%
O=C(COC(=O)[C@H](Cc1ccccc1)NS(=O)(=O)c1ccccc1F)NC1CCCCC1	-3%	0%	-8%
CCCOc1ccc(C2C(=O)N(C3CCCCC3)CC(=O)N2CCc2ccccc2)cc1OC (stereo unspecified)	?	?	-6%
Cc1cc(N2CCOCC2)nc(N2CCOCC2)c1C#N	?	0%	/
Cc1nnc(SCC(=O)Nc2ccc(Br)cn2)[nH]c1=O	-7%	-14%	1%
CCN1C(=O)C(CC(=O)Nc2ccc(OC)cc2)N(Cc2ccco2)C1=S (stereo unspecified)	?	-6%	0%
CCC(C)c1nc2ccsc2c(N2CCOC2=O)c1-c1ccccc1 (stereo unspecified)	?	?	/
CCOc1ccc(OCCC(=O)OCC(=O)N2CCN(S(=O)(=O)c3ccc(C)cc3)CC2)cc1	15µM*	15µM*	-21%
Clc1cc(CSc2ccccc2)nc(-c2ccccc2)n1	6%	8%	-3%
COc1ccc(CNC/C=C/c2ccccc2)cc1	?	?	-22%
COc1ccc(C)c2sc(N(Cc3cccnc3)C(=O)C3CCCCC3)nc12	15µM*	18µM*	0%
CC(C)c1ccc(NC(=O)C2Cc3c(-c4ccccc4Oc4ccccc4)ccnc3O2)cc1 (stereo unspecified)	?	?	/
COc1ccc(C2c3sc(=O)[nH]c3SCC2C(N)=O)cc1 (stereo unspecified)	0%	-12%	1%
COc1ccc(S(=O)(=O)N2CCN(CC(=O)c3c(N)n(C)c(=O)n(C)c3=O)CC2)cc1OC	-23%	-8%	/
CC1=C(C(=O)OC(C)C)C(c2cccnc2)C2=C(CC(C)(C)CC2=O)N1 (stereo unspecified)	-16%	-12%	-4%
O=c1c2ccccc2cnn1Cc1ccc(Br)cc1F	?	-22%	-4%
C[C@@H](C(=O)Nc1ccc2c(c1)OCO2)n1c(=O)[nH]c2ccccc2c1=O	15%	-10%	-8%
O=C(Cn1c(=O)n(-c2ccccc2)c(=O)c2c3c(sc21)CCCC3)Nc1ccccc1	-19%	?	-1%
Cc1ccc(NC(=O)Cn2c(=O)n(-c3ccc(C)cc3)c(=O)c3c2cnn3C)cc1	-1%	-12%	0%
C/C(CC(=O)Nc1c(C)cc(C)cc1C)=N\NC(=O)c1cnccn1	0%	6%	-6%
CC(C)OCCCNC(=S)N1CCC(C(=O)c2ccc3c(c2)OCCO3)CC1	15µM*	?	-3%
CC(=O)N1CC(=O)N(Cc2ccccc2)/C(=C/c2ccccc2)C1=O	-21%	-25%	-7%
CCOc1cc(C2Nc3ccccc3C(=O)N2c2ccccc2OC)ccc1O (stereo unspecified)	-13%	-20%	-8%
CN(C)S(=O)(=O)c1cccc(NC(=O)CSc2nc3ccccc3[nH]2)c1	?	?	-1%
CCn1nc(C(=O)NCc2ccco2)c(Cl)c1Cl	-5%	-10%	1%
CN(C(=O)CSc1nnc(CNC(=O)c2ccccc2)o1)c1ccccc1	-6%	8%	-14%
CCc1ccc(CN(C)C(=O)c2cc(COc3ccc(OC)cc3Cl)on2)nc1	29µM*	?	-6%
COc1cccc(CN(C)C(=O)Cc2ccc(OC)c(S(=O)(=O)N3CCOCC3)c2)c1	-30%	-19%	2%
COc1cc(N=Nc2c(C)n(C)n(-c3ccccc3)c2=O)ccc1N	-4%	11%	-6%
